Cav32 inh = human Cav3.2 channel inhibition, primary screen | B-score at 10 µM | O95180 | 100,000 tested, 4% active | AID 449739 | Cav3.2-expressing cells, Fluo-4 calcium fluorescence FDSS; hits give low values;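 active = single-dose well whose peak fluorescence ratio is a statistical outlier from its plate by either plate-standardised score or position-corrected B-score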
Target sequence (O95180 whole entry, looked up): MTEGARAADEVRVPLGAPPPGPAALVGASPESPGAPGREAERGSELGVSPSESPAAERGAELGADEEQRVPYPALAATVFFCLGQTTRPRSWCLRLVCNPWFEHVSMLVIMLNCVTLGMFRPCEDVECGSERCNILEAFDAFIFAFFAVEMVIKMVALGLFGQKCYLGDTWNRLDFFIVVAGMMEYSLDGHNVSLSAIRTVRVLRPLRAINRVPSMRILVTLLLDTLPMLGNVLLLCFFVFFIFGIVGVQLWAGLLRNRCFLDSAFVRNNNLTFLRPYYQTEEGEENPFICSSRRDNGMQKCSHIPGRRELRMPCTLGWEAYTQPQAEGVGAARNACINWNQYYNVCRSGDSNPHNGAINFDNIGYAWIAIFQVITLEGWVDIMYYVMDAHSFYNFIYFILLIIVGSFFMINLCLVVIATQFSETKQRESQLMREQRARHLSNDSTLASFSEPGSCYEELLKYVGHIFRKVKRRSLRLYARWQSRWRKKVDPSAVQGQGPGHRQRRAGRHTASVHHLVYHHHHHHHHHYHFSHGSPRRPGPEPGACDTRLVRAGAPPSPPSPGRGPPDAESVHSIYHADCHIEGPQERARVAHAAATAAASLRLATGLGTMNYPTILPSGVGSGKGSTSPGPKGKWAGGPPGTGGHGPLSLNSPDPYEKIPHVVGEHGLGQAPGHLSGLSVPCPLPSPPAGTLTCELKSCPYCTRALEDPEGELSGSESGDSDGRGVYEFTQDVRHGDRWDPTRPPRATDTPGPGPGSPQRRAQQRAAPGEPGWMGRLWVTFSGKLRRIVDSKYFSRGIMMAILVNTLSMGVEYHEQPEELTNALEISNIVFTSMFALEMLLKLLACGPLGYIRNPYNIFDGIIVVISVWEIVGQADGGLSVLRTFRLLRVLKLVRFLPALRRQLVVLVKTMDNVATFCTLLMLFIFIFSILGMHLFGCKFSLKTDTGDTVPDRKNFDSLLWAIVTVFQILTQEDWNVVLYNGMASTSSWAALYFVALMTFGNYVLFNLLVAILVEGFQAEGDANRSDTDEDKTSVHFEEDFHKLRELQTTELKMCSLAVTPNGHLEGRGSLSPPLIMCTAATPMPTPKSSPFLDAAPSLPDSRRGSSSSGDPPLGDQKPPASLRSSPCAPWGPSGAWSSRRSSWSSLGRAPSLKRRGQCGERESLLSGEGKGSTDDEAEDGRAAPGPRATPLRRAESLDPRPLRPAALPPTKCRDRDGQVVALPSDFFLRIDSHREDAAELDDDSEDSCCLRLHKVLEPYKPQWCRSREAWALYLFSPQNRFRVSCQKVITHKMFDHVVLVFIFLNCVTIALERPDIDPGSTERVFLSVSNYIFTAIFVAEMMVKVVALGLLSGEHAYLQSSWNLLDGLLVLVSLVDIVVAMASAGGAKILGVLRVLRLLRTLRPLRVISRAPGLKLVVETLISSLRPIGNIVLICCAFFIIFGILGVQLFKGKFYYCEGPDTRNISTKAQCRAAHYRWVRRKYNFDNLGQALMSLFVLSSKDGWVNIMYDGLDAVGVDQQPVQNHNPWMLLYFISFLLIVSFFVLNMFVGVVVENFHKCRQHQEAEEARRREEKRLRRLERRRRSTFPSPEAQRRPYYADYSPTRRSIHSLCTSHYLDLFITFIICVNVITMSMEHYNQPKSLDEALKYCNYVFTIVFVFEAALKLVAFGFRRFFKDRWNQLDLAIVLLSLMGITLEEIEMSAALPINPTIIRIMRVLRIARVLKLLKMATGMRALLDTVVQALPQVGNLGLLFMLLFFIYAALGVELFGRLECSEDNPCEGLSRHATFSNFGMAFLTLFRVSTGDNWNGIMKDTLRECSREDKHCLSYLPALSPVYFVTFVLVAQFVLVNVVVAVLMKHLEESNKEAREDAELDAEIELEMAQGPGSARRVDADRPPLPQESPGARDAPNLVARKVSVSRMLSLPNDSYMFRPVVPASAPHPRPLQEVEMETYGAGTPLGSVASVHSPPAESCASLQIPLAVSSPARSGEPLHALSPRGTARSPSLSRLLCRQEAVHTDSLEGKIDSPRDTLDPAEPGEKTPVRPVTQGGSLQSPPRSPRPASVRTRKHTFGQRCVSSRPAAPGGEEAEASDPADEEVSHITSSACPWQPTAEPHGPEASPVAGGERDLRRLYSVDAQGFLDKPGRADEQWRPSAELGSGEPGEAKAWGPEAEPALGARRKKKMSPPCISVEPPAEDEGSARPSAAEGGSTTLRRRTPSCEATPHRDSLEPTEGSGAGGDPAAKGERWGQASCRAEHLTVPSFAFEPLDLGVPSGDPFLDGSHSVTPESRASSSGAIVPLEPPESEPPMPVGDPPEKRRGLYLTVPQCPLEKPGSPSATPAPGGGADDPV
* hit, by the source's call. Only part of the results is shown; the hit share may differ from the screen's.

Preview:
Cav32 inh	SMILES
2.8	Cn1c(SCC(=O)N2CCc3ccccc3C2)nnc1-c1cccs1
0.88	CCOC(=O)CNC(=O)C1(c2ccccc2)CCCC1
-3.5	CC(C)CNc1oc(-c2ccc(F)cc2)nc1C#N
-0.52	CN(C)c1nc(Oc2ccc(N)cc2)nc(N(C)C)n1
-1.3	Cc1ccc(CN(C(=O)c2cc(=O)c3cc(Cl)c(C)cc3o2)C2CCS(=O)(=O)C2)cc1 (stereo not given)
-0.44	COc1ccc(NC2=NCC(=O)N2c2ccccc2F)c(OC)c1
-0.59	CCn1nc(C(=O)OCC(=O)c2ccc3c(c2)OCCO3)c2ccccc2c1=O

Results, from the start:
Cav32 inh	SMILES
2.8	Cn1c(SCC(=O)N2CCc3ccccc3C2)nnc1-c1cccs1
0.88	CCOC(=O)CNC(=O)C1(c2ccccc2)CCCC1
-3.5	CC(C)CNc1oc(-c2ccc(F)cc2)nc1C#N
-0.52	CN(C)c1nc(Oc2ccc(N)cc2)nc(N(C)C)n1
-1.3	Cc1ccc(CN(C(=O)c2cc(=O)c3cc(Cl)c(C)cc3o2)C2CCS(=O)(=O)C2)cc1 (stereo not given)
-0.44	COc1ccc(NC2=NCC(=O)N2c2ccccc2F)c(OC)c1
-0.59	CCn1nc(C(=O)OCC(=O)c2ccc3c(c2)OCCO3)c2ccccc2c1=O
0.63	CCCC(=O)Nc1ccc2oc(-c3ccncc3)nc2c1
1.5	CC(=O)CC(C)=NCCN=C(C)CC(C)=O
0.42	O=C(NCc1ccccc1Cl)c1ccc2c(=O)n(CCCN3CCCC3=O)c(=S)[nH]c2c1
0.51	COc1ccc(OCC(=O)N2CCOCC2)cc1
-2.9	COc1ccc(Nc2nc(N)nc(CN3CCC(Cc4ccccc4)CC3)n2)cc1

Following part:
Cav32 inh	SMILES
0.88	CCOC(=O)CSC1=C(C#N)C(=O)NC(c2ccc(OC)cc2)S1 (stereo not given)
0.33	O=S1(=O)N=C(N2CCN(Cc3ccccc3)CC2)c2ccccc21
-0.5	CCc1nn(C(C)C(=O)NCCN2CCN(c3cccc(C)c3C)CC2)c(=O)c2cc3occc3n12 (stereo not given)
-4.8*	Cc1cc(/C=C(\C#N)C(=O)NCc2cccs2)c(C)n1-c1ccccc1F
0.4	CCCCSc1nnc(-c2ccc(OC)cc2)n1C
1.7	O=C(CNC(=O)C1CCCCC1)Nc1ccc(Cl)cc1
0.66	COc1ccc(N2CCN(CCCNC(=O)Nc3ccccc3)CC2)cc1
-2.5	CC1CN(S(=O)(=O)c2cccc(C(=O)NCc3ccc4c(c3)OCO4)c2)CC(C)O1 (stereo not given)
0.37	CC(C)NC(=O)CSc1nc(Cc2cccs2)nc2ccccc12
-0.92	COc1ccc(-c2cc(C(F)(F)F)nc(N3CCN(Cc4ccccc4)CC3)n2)cc1OC
0.11	Cc1ccc(CCC(=O)Nc2ccc(S(N)(=O)=O)cc2)o1
0.32	COc1ccc(-c2nnc3ccc(SCC(=O)N4CCOCC4)nn23)cc1

The list continues:
Cav32 inh	SMILES
-0.78	Nc1nonc1C(=O)NC(c1ccccc1)c1ccccc1
-2.9	CCn1c2ccccc2c2cc(NC(=O)CSc3nnc(C4CC4)n3Cc3ccco3)ccc21
-0.067	COc1cc2cc(CN(CCCO)S(=O)(=O)c3ccccc3)c(=O)[nH]c2cc1OC
0.66	CC(C)c1nc(SCC(=O)N2CCCC2)c2ccccc2n1
-1.4	O=C(CN(c1ccccc1)S(=O)(=O)c1ccc(Cl)cc1)Nc1ccccc1C(=O)N1CCCC1
-0.033	O=C(Nc1ccncc1)C1COc2ccccc2O1 (stereo not given)
0.16	Cc1ccccc1C(=O)N1CCC(C(=O)Nc2ccc(S(=O)(=O)N(C)C(C)C)cc2)CC1
1.4	CCC(=O)Nc1cc(C)c(NC(=O)c2ccccc2OC)cn1
0.063	Cc1cccc(NC(=O)c2c(C)nc3ccccn23)c1
0.038	C=CCNC(=O)N[C@@H](CCSC)C(=O)OC
-0.055	O=c1c2ccccc2nc(-c2ccco2)n1-c1nc2ccccc2s1
0.54	O=C(Nc1ccccc1C(F)(F)F)N1CCCCCC1

Continued.
Cav32 inh	SMILES
2.2	O=P(c1ccccc1)(c1ccccc1)C(O)c1ccncc1 (stereo not given)
-1.8	COCc1c(C(C)C)nc(C(C)C)c(/C=C/[C@@H](O)C[C@@H](O)CC(=O)O)c1-c1ccc(F)cc1
-1.2	Cc1ccc(S(=O)(=O)CC(=O)N2CCCCCC2)cc1
-1.2	O=C(Nc1ccncc1)C1c2ccccc2Oc2ccccc21
-7*	CSc1cccc(NS(=O)(=O)c2ccc(F)cc2)c1
0.85	CC(C)(C)NC(=O)c1cccc(NC(=O)c2cccc(O)c2)c1
0.44	CCc1nn2c(=O)cc(CSc3nc(C)cc(=O)[nH]3)nc2s1
1.3	CCCn1c(CN2CCN(C(=O)OCC)CC2)nc2c1c(=O)n(C)c(=O)n2C
0.59	Cc1cc(C(F)(F)F)c(C#N)c(N2CCOCC2)n1
0.28	CCc1nnc(NC(=O)CSc2nnc(-c3c[nH]c4ccccc34)n2C)s1
-0.0044	CCN(CC)CCC(c1ccc(OC)cc1)c1c(O)cc(OC)cc1OC (stereo not given)
0.4	O=C(c1ccccc1F)N1CCN=C1SCc1cccnc1

(cont.)
Cav32 inh	SMILES
-1.4	Cc1ccc(S(=O)(=O)NC(=O)NCc2ccc3c(c2)OCO3)cc1
-0.28	CSc1nc2ccccc2n1C(=O)Oc1ccccc1
0.14	Cc1cc(C(=O)NCCCn2ccnc2)cs1
0.94	Cc1cc(C)c(NC(=O)CSc2nc3c(c(=O)n2C)SC(C)C3)c(C)c1 (stereo not given)
-3.2	O=c1[nH]n2c(=O)c3c([nH]c2c1N=Nc1cccc(C(F)(F)F)c1)CCCC3
-0.59	O=c1c[n+]([O-])c2ccccc2n1OCc1c(F)cccc1F
-4.8*	Cc1ccccc1N(CC(=O)NCCc1ccccc1)C(=O)c1ccc(N2CCCC2)nc1
-0.61	COc1ccc(OC)c(NC(=O)c2ccc(CN(c3cc(Cl)ccc3C)S(=O)(=O)c3ccccc3)cc2)c1
-1.3	CCOC(=O)CSc1nc(Nc2ccc3c(c2)OCO3)c2ccccc2n1
-2.3	O=C(O)CC(CC(=O)Nc1nncs1)c1ccccc1 (stereo not given)
0.52	O=C(NCC1(c2ccccc2)CCOCC1)c1ccc(Br)o1
0.4	CCC(C)N=Cc1c(NCc2ccco2)nc2c(C)cccn2c1=O (stereo not given)

Next results follow:
Cav32 inh	SMILES
0.85	O=C(COC(=O)c1ccco1)NCc1ccco1
-1.3	CCC1Oc2ccccc2N(CC(=O)Nc2ccccc2OC)C1=O (stereo not given)
-1.4	CC(C)(C)OC(=O)N1CCC(C(=O)N[C@@H](Cc2ccccc2)C(=O)O)CC1
0.084	Cc1cc(NC(=O)C2CCN(S(=O)(=O)c3cccs3)CC2)no1
1.2	COc1ccc(F)cc1S(=O)(=O)NC1CC(C)(C)NC(C)(C)C1
0.15	O=C1CCCN1c1ccc(S(=O)(=O)Nc2ccc3c(c2)OCCO3)cc1
-1.2	CCOC(=O)c1cnn(-c2cc(C(C)(C)C)nc3c(-c4ccccc4)c(C)nn23)c1N
-0.01	CCOC(=O)c1[nH]c(C)c(/C(O)=C2\C(=O)C(=O)N(CCCN(C)C)C2c2ccncc2)c1C (stereo not given)
-0.063	COc1cccc(-c2cc(C(=O)NCCCn3ccnc3)no2)c1
0.88	CCOc1ccc(NS(=O)(=O)N(C)C)cc1
0.45	COCCNC(=O)CCc1nc(-c2ccccc2)no1
-0.99	COc1ccc(NC(=O)Cn2nnc(C(=O)NCc3cccc(OC)c3)c2N)cc1

Shown field by field: entries from further up
Cc1ccc(S(=O)(=O)NC(=O)NCc2ccc3c(c2)OCO3)cc1
  Cav32 inh = -1.4
CCOC(=O)CSC1=C(C#N)C(=O)NC(c2ccc(OC)cc2)S1 (stereo not given)
  Cav32 inh = 0.88
CC(C)(C)OC(=O)N1CCC(C(=O)N[C@@H](Cc2ccccc2)C(=O)O)CC1
  Cav32 inh = -1.4
O=C1CCCN1c1ccc(S(=O)(=O)Nc2ccc3c(c2)OCCO3)cc1
  Cav32 inh = 0.15

(list continues)
Cav32 inh	SMILES
0.52	COc1ccc(OC)c(C2CC(=O)Nc3cc(OC)c(OC)c(OC)c32)c1 (stereo not given)
-0.28	COC(=O)CNc1c(-c2ccccn2)nc2ccc(Br)cn12
-0.51	Cc1cc(C(=O)CN2C(=O)C3CC=CCC3C2=O)c(C)n1-c1ccccc1 (stereo not given)
-2.6	C/C=C1\COC(C(=O)NCCN2CCCC2)(C(F)(F)F)C=C1C=C1CCCCC1 (stereo not given)
0.33	CC(Sc1nnc(COc2ccc3ccccc3c2)n1C)C(=O)O (stereo not given)
-0.9	CCCN(Cc1cc2ccc(C)cc2[nH]c1=O)S(=O)(=O)c1ccccc1
-5.3*	c1ccc(-c2cn3nc(-c4ccccc4)c(-c4ccccc4)nc3n2)cc1
0.14	COc1ccc2c(c1)nc(SCC(=O)c1ccc(Br)s1)n2C
1.9	Cc1c2c(nc3nc4ccccc4n13)CC(C)(C)CC2=O
-0.02	COc1ccc(C#Cc2c(-c3ccsc3)oc3ccc(N4CCOCC4)cc23)cc1
0.34	COC(=O)C(C(=O)NCC1CCCO1)C1CCCC1 (stereo not given)
0.095	O=C(NCc1cccs1)C1CCCCC1

Continued.
Cav32 inh	SMILES
0.83	Cc1c(C(=O)Nc2ccncc2)sc2nc(-c3ccc(F)cc3)cn12
-0.34	CC(O)CN=c1cc(-c2ccccc2)oc2ccc(Cl)cc12 (stereo not given)
1	C#CC1CN(Cc2ccccc2)CC(C#C)N1C (stereo not given)
-5.1*	CCOC(=O)NC(=O)/C(C#N)=N\Nc1ccc(Cl)cc1
0.23	Cc1occc1-c1nnc(SCC(=O)N2CCOCC2)o1
-0.88	CCOC(=O)C1=C(C)N=C(SC)N(C)C1c1ccccc1 (stereo not given)
0.84	O=c1c(-c2ccc(O)cc2)coc2cc(O)cc(O)c12
-6.1*	Cc1cc(NC(=O)CSc2cn(CCNC(=O)c3ccc(Cl)cc3)c3ccccc23)no1
-4.1	Cc1cc(SCC(=O)NC(=O)NCc2ccco2)nc2ccccc12
-0.09	Oc1c(CN2CCCCC2)cc(Br)c2cccnc12
-0.65	CCOc1ccc(C2CC(=O)c3c([nH]c(C(=O)OC)c3C)C2)cc1OC (stereo not given)
1.2	c1ccc2c(c1)[nH]c1c(N3CCN(C4CCCCC4)CC3)ncnc12

Quoted at random: two records from the list.
Cav32 inh	SMILES
-0.88	CCOC(=O)C1=C(C)N=C(SC)N(C)C1c1ccccc1 (stereo not given)
0.23	Cc1occc1-c1nnc(SCC(=O)N2CCOCC2)o1

New compounds follow:
Cav32 inh	SMILES
0.74	Cc1cc(C(F)F)n2ncc(C(=O)NC3CCCCCC3)c2n1
-2.7	Cc1ccc(SCCC(=O)N2CCC(C)CC2)cc1
0.47	COc1ccc(Br)cc1CNCCSc1nnnn1C
-0.7	C#CCN1C(=O)C(O)(CC(=O)c2cc(OC)ccc2OC)c2ccccc21 (stereo not given)
-0.61	Cc1ccc(-n2nnnc2-c2cnc3cc4c(cc3c2C)OCO4)cc1
-2.1	Cc1cc(NC(=O)CS(=O)(=O)c2cn(Cc3ccccc3Cl)c3ccccc23)no1
-0.58	N=c1c2c(n(Cc3ccccc3)c3c1CCC3)CCC2
0.52	CC(=O)NCCc1ccc(S(=O)(=O)NCc2ccc3c(c2)OCO3)cc1
-0.46	CCOC(=O)c1cc(C(=O)Nc2cccc(C)c2)nn1C
0.59	CC(C)C1C(C#N)=C(N)SC(N)=C1C#N
0.084	CCCCNC(=O)c1nn(-c2ccccc2OC)c(=O)c2ccccc12
-0.12	Cc1ccc(-c2nnc(SCC(=O)N3c4ccccc4NC(=O)C3(C)C)n2N)cc1

(next part)
Cav32 inh	SMILES
0.16	Nc1ccc(-n2nncc2-c2ccccc2)cc1
-0.026	NC(=O)c1oc2ccccc2c1NC(=O)CCc1ccccc1
0.88	CCN(CC)c1ccc(/C=N/N2CCOCC2)cc1
0.21	CCn1c(SCC(=O)N2CCc3ccccc32)nnc1-c1ccco1
0.063	O=C(Oc1ccc(N2C(=O)CCC2=O)cc1)c1ccco1
0.023	CCN(c1ccc(NC(=O)COC(=O)c2ccc3ccccc3n2)cc1)C(C)C
0.039	O=C(c1cccc(F)c1)N1CCCC(C(=O)N2CCCC2)C1 (stereo not given)
-0.051	COc1ccc(C(=O)Nn2c(SCC(=O)NCc3ccco3)nc3ccccc3c2=O)cc1
0.56	COc1ccccc1N1CCN(CCCNC(=O)Nc2ccccc2C)CC1
-0.34	COCCSc1ccccc1C(=O)Nc1cccnc1
-0.18	O=C(NCc1ccncc1)C(F)(F)C(F)(F)C(=O)NCc1ccncc1
-1.6	CCc1nnc(NC(=O)C2CCCN(c3nc4ccccc4s3)C2)s1 (stereo not given)

Next part.
Cav32 inh	SMILES
-0.54	Cc1cc(C)cc(NC(=O)Cn2c(SCc3cc(C)ccc3C)nc3ccncc32)c1
-0.69	Cc1noc(C)c1C(=O)NCCCN1CCCC1=O
-0.47	CCc1ccc(N=C2N=C(N)c3ccccc32)cc1
0.17	CCN(Cc1cc2cc(OC)ccc2[nH]c1=O)C(=O)c1ccncc1
-0.0064	COc1ccc(OC)c2c(N3CCN(C)CC3)cc(C(F)(F)F)nc12
0.31	N#CCSc1nc(-c2ccccc2)cs1
-1.4	C(=N\N(c1ccccc1)c1ccccc1)/c1ccc2c(c1)OCO2
0.2	CCOc1ccc(C2C(C(=O)NC)=C(C)Nc3nc4ccccc4n32)cc1OC (stereo not given)
0.75	Cc1nn(CC(=O)NCc2ccccc2Cl)c(C)c1[N+](=O)[O-]
0.013	CCCn1c(/N=C/c2c[nH]c3ccccc23)nc2ccccc21
0.089	Cc1cccc(-c2cc3c(nn2)-c2ccccc2C3=O)c1
0.33	CCSc1nc(N)c2c3c(sc2n1)CCC3

Following part:
Cav32 inh	SMILES
-0.22	CC(=O)C1C(=O)C=C(c2ccco2)CC1c1ccccc1 (stereo not given)
0.54	O=C(O)c1cccnc1SCC(=O)N1CCCCCC1
0.11	COc1ccc(C(=O)O/N=C/c2ccc(S(=O)c3ccc(Cl)cc3)nc2)cc1 (stereo not given)
-0.79	CCOC(=O)c1c(N)n(CC(C)NC(=O)C2CC2)c2nc3ccccc3nc12 (stereo not given)
1.4	COc1ccc(-c2nn(-c3ccccc3)cc2C(=O)O)cc1
-3.5	O=C(c1ccc2c(c1)OCO2)N1CCN(C(=O)c2ccco2)CC1
-6*	O=C(Nc1cccc(Cl)c1)N(Cc1nc2ccccc2c(=O)[nH]1)C1CCCC1
0.1	COc1ccc(S(=O)(=O)N2CCN(CCC(=O)Nc3ccccc3F)CC2)cc1
